Mtb BioA inh: blocks M. tuberculosis BioA enzyme activity; AID 602481; purified M. tuberculosis BioA enzyme, plate reader; inhibition, % at 9.99 µM; 0.096% of 360,000 active; in the data active = inhibition above about 40%
The depositor's hits bear a star.

SMILES	Mtb BioA inh
C[C@@H]1CCCCO[C@H](CN(C)Cc2ccc(C(=O)O)cc2)[C@H](C)CN([C@H](C)CO)C(=O)c2cc(NS(C)(=O)=O)ccc2O1	0.1
C[C@H]1CN([C@@H](C)CO)C(=O)Cc2cc(NC(=O)Cn3cnnn3)ccc2O[C@@H]1CN(C)C(=O)Nc1cccc2ccccc12	-0.2
Cc1ccccc1-c1ccc2c(c1)O[C@H](CN(C)C(=O)Nc1ccc(F)cc1)[C@@H](C)CN([C@H](C)CO)S2(=O)=O	-1.1
O=C(CC1CC1)Nc1ccc2c(c1)[C@H]1C[C@@H](CC(=O)N3CCc4ccccc4C3)O[C@H](CO)[C@H]1O2	20
COc1ccc(S(=O)(=O)N(C)C[C@@H]2Oc3c(NS(=O)(=O)c4ccc(F)cc4)cccc3C(=O)N([C@H](C)CO)C[C@@H]2C)cc1	-3.7
O=C(C[C@H]1CC[C@H]2[C@@H](COC[C@H](O)CN2CC2CCOCC2)O1)NCC1CC1	-2.4
COc1ccc(CN(C)C[C@@H]2OCCCC[C@H](C)Oc3ccc(NS(C)(=O)=O)cc3C(=O)N([C@@H](C)CO)C[C@H]2C)cc1	-2.1
COc1ccc(S(=O)(=O)N(C)C[C@H]2OCCCC[C@@H](C)Oc3ccc(NC(=O)Nc4cccc5ccccc45)cc3C(=O)N([C@@H](C)CO)C[C@@H]2C)cc1	-1.5
C[C@@H]1CCCCO[C@H](CN(C)Cc2ccccc2)[C@@H](C)CN([C@H](C)CO)C(=O)c2cc(NC(=O)Nc3ccc(F)cc3)ccc2O1	-1.1
CCNC(=O)[C@@H]1[C@@H](CO)[C@@H]2Cn3c(ccc(/C=C/c4ccccc4)c3=O)[C@@H]2N1C(C)=O	0.4
C[C@@H]1CN([C@@H](C)CO)C(=O)c2cccc(NS(=O)(=O)c3ccc(Cl)cc3)c2O[C@@H]1CN(C)Cc1ccc(C(=O)O)cc1	-1.1
CC(C)NC(=O)Nc1ccc2c(c1)CC(=O)N([C@H](C)CO)C[C@@H](C)[C@@H](CN(C)C(=O)Nc1cccc3ccccc13)O2	-0.2
C[C@@H]1CCCCO[C@@H](CN(C)Cc2ccncc2)[C@H](C)CN([C@H](C)CO)C(=O)c2cc(NC(=O)c3ccccc3)ccc2O1	2.9
CN(C)CCCNC(=O)[C@H]1[C@H](CO)[C@H]2Cn3c(ccc(-c4cccnc4)c3=O)[C@@H]1N2C(=O)CC1CC1	-0.1
CN1C(=O)c2cc(NS(C)(=O)=O)ccc2OC[C@@H]2O[C@H](CC(=O)NCc3ccc(-c4ccccc4)cc3)CC[C@@H]21	4.9
C[C@H](CO)N1C[C@H](C)[C@H](CN(C)CC2CCOCC2)Oc2ncc(C#Cc3ccccn3)cc2C1=O	-4.1
CCCNC(=O)N(C)C[C@@H]1Oc2ncc(C#C[C@@H](C)O)cc2C(=O)N([C@@H](C)CO)C[C@H]1C	-0.3
O=C(NCC[C@@H]1CC[C@@H](NS(=O)(=O)c2ccccc2)[C@H](CO)O1)c1ccccc1F	-3.2
Cc1noc(C)c1NC(=O)N(C)C[C@@H]1Oc2ccc(NC(=O)CCN3CCOCC3)cc2C(=O)N([C@@H](C)CO)C[C@@H]1C	0.3
CCNC(=O)C[C@H]1CC[C@H]2[C@@H](COC[C@H](O)CN2C(=O)Nc2cccc(OC)c2)O1	-1.2
C[C@@H]1CN([C@@H](C)CO)C(=O)Cc2cc(NC(=O)Cc3ccccc3)ccc2O[C@H]1CN(C)Cc1ccc(C(=O)O)cc1	1.7
CN(C)Cc1cn(CC[C@@H]2CC[C@@H](NC(=O)Nc3ccc4c(c3)OCO4)[C@H](CO)O2)nn1	-0.8
COc1ccc(NC(=O)Nc2ccc3c(c2)C(=O)N([C@H](C)CO)C[C@H](C)[C@@H](CN(C)C(=O)Nc2ccc(OC)cc2)OCCCC[C@@H](C)O3)cc1	-3.5
C[C@H](NC(=O)C[C@@H]1CC[C@@H]2[C@H](COC[C@H](O)CN2Cc2ccc(C(F)(F)F)cc2)O1)c1ccccc1	2.4
C[C@H]1CN([C@@H](C)CO)C(=O)c2cc(NS(=O)(=O)c3ccccc3)ccc2O[C@@H]1CN(C)CC1CC1	-1.2
Additional compounds:
SMILES	Mtb BioA inh
C[C@H]1CN([C@@H](C)CO)C(=O)c2cc(C#CC3CC3)cnc2O[C@H]1CN(C)C	-3.0
CCNC(=O)C[C@@H]1CC[C@@H]2[C@H](COC[C@H](O)CN2Cc2ccncc2)O1	1.1
COc1ccc(S(=O)(=O)Nc2ccc3c(c2)C(=O)N([C@@H](C)CO)C[C@H](C)[C@@H](CN(C)C(=O)Nc2c(C)noc2C)OCCCC[C@H](C)O3)cc1	1.4
CN(C)C(=O)C[C@H]1C[C@@H]2c3cc(NC(=O)c4cccnc4)ccc3O[C@@H]2[C@@H](CO)O1	19
C[C@H]1CN([C@@H](C)CO)C(=O)Cc2cc(NS(=O)(=O)c3ccc(Cl)cc3)ccc2O[C@@H]1CN(C)C	-2.0
CO[C@H]1CC[C@H]2CCN(C)C(=O)[C@@H](C)N(C)C(=O)c3cccc(C#N)c3OC[C@H]1O2	-0.3
Cc1noc(C)c1NC(=O)N[C@@H]1CC[C@H](CCNC(=O)C2CCOCC2)O[C@@H]1CO	-7.4
C[C@@H]1CN([C@@H](C)CO)C(=O)Cc2cc(NS(=O)(=O)c3ccc(F)cc3)ccc2O[C@H]1CN(C)C	-0.9
Cc1noc(C)c1S(=O)(=O)Nc1ccc2c(c1)CC(=O)N([C@H](C)CO)C[C@@H](C)[C@@H](CN(C)C(=O)NC(C)C)O2	-1.5
CCC(=O)N[C@H]1CC[C@H](CC(=O)NCc2ccccc2F)O[C@H]1CO	-2.3
C[C@@H]1CN([C@@H](C)CO)S(=O)(=O)c2ccc(-c3cccnc3)cc2O[C@H]1CN(C)C(=O)NC1CCCCC1	0.6
O=C(C[C@H]1CC[C@H]2[C@@H](COC[C@H](O)CN2Cc2cccc(C(F)(F)F)c2)O1)NCCc1ccccc1	-0.3
C[C@H]1CN([C@@H](C)CO)C(=O)c2ccccc2-c2ccccc2CO[C@H]1CN(C)C(=O)c1ccccc1	-0.7
O=C(Nc1cccc(Cl)c1)N[C@H]1CC[C@H](CCNC(=O)C2CC2)O[C@@H]1CO	-0.7
C[C@H](CO)N1C[C@H](C)[C@H](CN(C)C(=O)Nc2ccccc2)Oc2ccc(NS(=O)(=O)c3ccc(F)cc3)cc2C1=O	-3.2
C[C@@H]1CN([C@H](C)CO)C(=O)c2cc(NS(=O)(=O)c3ccccc3)ccc2O[C@H]1CN(C)C(=O)NC1CCCCC1	-3.2
COc1ccccc1CNC(=O)C[C@@H]1CC[C@@H]2[C@H](COC[C@@H](O)CN2C(=O)Nc2ccccc2)O1	0.7
COc1cccc(S(=O)(=O)N[C@@H]2C=C[C@@H](CC(=O)NC3Cc4ccccc4C3)O[C@H]2CO)c1	3.8
COc1cccc(NC(=O)N[C@H]2CC[C@H](CC(=O)NCc3ccccn3)O[C@@H]2CO)c1	-1.7
CC(C)NC(=O)N(C)C[C@H]1OCCCC[C@@H](C)Oc2ccc(NC(=O)Nc3cccc4ccccc34)cc2C(=O)N([C@@H](C)CO)C[C@H]1C	-3.6
C[C@@H]1CN([C@H](C)CO)C(=O)Cc2cc(N(C)C)ccc2O[C@H]1CN(C)S(=O)(=O)c1cccs1	7.7
C/C=C/c1ccc2c(c1)O[C@H](CN(C)C(=O)Nc1cccc(F)c1)[C@@H](C)CN([C@@H](C)CO)S2(=O)=O	2.7
CC(C)NC(=O)N(C)C[C@@H]1Oc2cc(-c3cccnc3)ccc2S(=O)(=O)N([C@@H](C)CO)C[C@@H]1C	0.6
CO[C@H]1CN(C)C(=O)c2cc(NC(=O)Nc3cc(F)ccc3F)ccc2OC[C@@H](C)NC[C@H]1C	0.4
CO[C@@H]1CN(C)C(=O)c2cc(NC(=O)c3ccc4c(c3)OCO4)ccc2OC[C@@H](C)N(CC2CC2)C[C@@H]1C	1.7

Eleven compounds already listed, arranged by molecular weight, rising:
SMILES	Mtb BioA inh
C[C@H]1CN([C@@H](C)CO)C(=O)c2cc(C#CC3CC3)cnc2O[C@H]1CN(C)C	-3.0
O=C(Nc1cccc(Cl)c1)N[C@H]1CC[C@H](CCNC(=O)C2CC2)O[C@@H]1CO	-0.7
Cc1noc(C)c1NC(=O)N[C@@H]1CC[C@H](CCNC(=O)C2CCOCC2)O[C@@H]1CO	-7.4
CO[C@H]1CN(C)C(=O)c2cc(NC(=O)Nc3cc(F)ccc3F)ccc2OC[C@@H](C)NC[C@H]1C	0.4
COc1ccccc1CNC(=O)C[C@@H]1CC[C@@H]2[C@H](COC[C@@H](O)CN2C(=O)Nc2ccccc2)O1	0.7
C[C@@H]1CN([C@H](C)CO)C(=O)Cc2cc(N(C)C)ccc2O[C@H]1CN(C)S(=O)(=O)c1cccs1	7.7
C/C=C/c1ccc2c(c1)O[C@H](CN(C)C(=O)Nc1cccc(F)c1)[C@@H](C)CN([C@@H](C)CO)S2(=O)=O	2.7
C[C@H]1CN([C@@H](C)CO)C(=O)Cc2cc(NS(=O)(=O)c3ccc(Cl)cc3)ccc2O[C@@H]1CN(C)C	-2.0
C[C@@H]1CN([C@@H](C)CO)S(=O)(=O)c2ccc(-c3cccnc3)cc2O[C@H]1CN(C)C(=O)NC1CCCCC1	0.6
Cc1noc(C)c1S(=O)(=O)Nc1ccc2c(c1)CC(=O)N([C@H](C)CO)C[C@@H](C)[C@@H](CN(C)C(=O)NC(C)C)O2	-1.5
CC(C)NC(=O)N(C)C[C@H]1OCCCC[C@@H](C)Oc2ccc(NC(=O)Nc3cccc4ccccc34)cc2C(=O)N([C@@H](C)CO)C[C@H]1C	-3.6

The list continues.
SMILES	Mtb BioA inh
COc1ccc(NC(=O)N(C)C[C@@H]2OCCCC[C@H](C)Oc3ccc(NS(=O)(=O)c4ccccc4)cc3C(=O)N([C@@H](C)CO)C[C@@H]2C)cc1	-1.0
C[C@H](CO)N1C[C@H](C)[C@H](CN(C)C(=O)Nc2ccc(C(F)(F)F)cc2)Oc2ccc(NS(=O)(=O)c3ccc(Cl)cc3)cc2CC1=O	-2.4
CN1C(=O)c2cc(NC(=O)c3cccc(F)c3)ccc2OC[C@H]2O[C@@H](CC(=O)Nc3ccccc3)CC[C@H]21	2.6
C=CC[C@]1(C(=O)NCc2ccccc2)N=C(c2ccc(OCCCO)cc2)O[C@H]1c1ccccc1	2.3
O=C(C[C@@H]1CC[C@H](NC(=O)c2cccnc2)[C@H](CO)O1)NCc1ccc(Cl)c(Cl)c1	-1.0
CC(C)NC(=O)Nc1ccc2c(c1)C(=O)N([C@H](C)CO)C[C@@H](C)[C@H](CN(C)C)OCCCC[C@@H](C)O2	-6.0
Cc1ccccc1-c1ccc([C@H]2[C@H]3CN(C(=O)NC4CCCC4)CCCCN3[C@H]2CO)cc1	-1.3
COCCCNC(=O)[C@@]1(Cc2ccccc2)N=C(c2ccc(OCCCO)cc2)O[C@H]1c1ccccc1	-0.2
C[C@@H]1CCCCO[C@H](CN(C)C(=O)Nc2ccc(C(F)(F)F)cc2)[C@H](C)CN([C@@H](C)CO)C(=O)c2cc(NS(=O)(=O)c3ccc(F)cc3)ccc2O1	3.5
O=C(C[C@H]1CC[C@H]2[C@@H](COC[C@@H](O)CN2C(=O)Nc2cc(Cl)cc(Cl)c2)O1)NCC1CC1	-5.5
O=C(C[C@@H]1CC[C@@H]2[C@H](COC[C@@H](O)CN2S(=O)(=O)c2cccc(Cl)c2)O1)Nc1ccc(-c2ccccc2)cc1	-2.5
CCCC(=O)Nc1ccc2c(c1)C(=O)N(C)C[C@H](OC)[C@@H](C)CN(Cc1ccccn1)[C@@H](C)CO2	0.8
CCCN(C)C[C@H]1OCCCC[C@H](C)Oc2ccc(NC(=O)Nc3ccc4c(c3)OCO4)cc2C(=O)N([C@@H](C)CO)C[C@@H]1C	-4.0
CC(C)NC(=O)N1CCCCN2[C@H](C1)[C@H](c1ccc(C#Cc3ccccc3)cc1)[C@@H]2CO	4.4
COc1cccc(-c2cnc3c(c2)C(=O)N([C@@H](C)CO)C[C@@H](C)[C@H](CN(C)C(=O)CC2CC2)O3)c1	0.0
COc1ccc(NC(=O)N(C)C[C@H]2Oc3cc(-c4ccc(C)cc4)ccc3S(=O)(=O)N([C@H](C)CO)C[C@@H]2C)cc1	7.2
COc1ccc(NC(=O)N(C)C[C@H]2OCCCC[C@H](C)Oc3ccc(NC(=O)Nc4ccc(F)cc4)cc3C(=O)N([C@H](C)CO)C[C@@H]2C)cc1	-0.8
COc1ccccc1-c1cnc2c(c1)C(=O)N([C@@H](C)CO)C[C@H](C)[C@@H](CN(C)C(C)=O)O2	-0.2
C[C@H](CO)N1C[C@H](C)[C@H](CN(C)S(C)(=O)=O)OCCCC[C@H](C)Oc2ccc(NC(=O)Nc3ccc4c(c3)OCO4)cc2C1=O	2.5
Cc1noc(C)c1NC(=O)N(C)C[C@@H]1Oc2c(NS(=O)(=O)c3cccs3)cccc2C(=O)N([C@@H](C)CO)C[C@@H]1C	-0.7
C[C@H]1CCCCO[C@@H](CN(C)C(=O)c2ccncc2)[C@@H](C)CN([C@@H](C)CO)C(=O)c2cc(NC(=O)NC3CCCCC3)ccc2O1	-1.4
CC(C)NC(=O)Nc1ccc2c(c1)C(=O)N([C@@H](C)CO)C[C@H](C)[C@H](CN(C)Cc1ccccc1)OCCCC[C@@H](C)O2	0.8
CCCN(C)C[C@@H]1OCCCC[C@@H](C)Oc2ccc(NS(=O)(=O)c3ccc(Cl)cc3)cc2C(=O)N([C@@H](C)CO)C[C@@H]1C	4.9
CC(C)C(=O)Nc1ccc2c(c1)C(=O)N(C)[C@H]1CC[C@@H](CC(=O)NCCCN(C)C)O[C@@H]1CO2	-7.8
C/C=C/c1ccc([C@H]2[C@@H](C#N)N(c3nc(CC)cs3)[C@H]2CO)cc1	-1.5
COCC(=O)Nc1ccc2c(c1)OC[C@@H](C)N(C(=O)Cc1ccccn1)C[C@@H](C)[C@@H](OC)CN(C)C2=O	-0.2
C[C@H]1CN([C@@H](C)CO)S(=O)(=O)c2ccc(-c3ccc(F)cc3)cc2O[C@H]1CN(C)C(=O)C1CCCCC1	-2.8
COc1cccc(-c2ccc([C@@H]3[C@H]4CN(S(=O)(=O)c5cn(C)cn5)CCCCN4[C@H]3CO)cc2)c1	-3.5
COc1ccc(C#Cc2ccc([C@@H]3[C@@H](CO)N4CCCCN(C)C[C@H]34)cc2)cc1	-2.1
CO[C@H]1CN(C)C(=O)c2cc(NC(=O)C3CCCCC3)ccc2OC[C@@H](C)N(C)C[C@@H]1C	-2.9

This is a subset, so the mix of outcomes need not match the whole.
